Screening data deposited in PubChem BioAssay by The Scripps Research Institute Molecular Screening Center.
TEAD-YAP inh – TEAD-YAP interaction inhibition, primary screen, TEAD-YAP interaction inhibitor project, luminescence, HEK-TIYL cells. AID 1259422, 2018. actives 1.4% (n = 640,000). inhibition, % at 9.12 µM. TEAD-Gal4/YAP UAS-luciferase luminescence; in the data active = inhibition above about 32%;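 note: 0% = median of test compound wells and 100% = reference inhibitor wells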
GPR151 activ – activators of human GPR151, primary screen, cell-based, PathHunter beta-arrestin, luminescence | PathHunter beta-arrestin GPR151 cells | activation, % at 11.2 µM | actives 1% (n = 650,000); in the data active = activation above about 4.9%;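 note: 0% = median of compound wells and 100% = cells with positive control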
Target sequence (Q8TDV0 whole entry, looked up): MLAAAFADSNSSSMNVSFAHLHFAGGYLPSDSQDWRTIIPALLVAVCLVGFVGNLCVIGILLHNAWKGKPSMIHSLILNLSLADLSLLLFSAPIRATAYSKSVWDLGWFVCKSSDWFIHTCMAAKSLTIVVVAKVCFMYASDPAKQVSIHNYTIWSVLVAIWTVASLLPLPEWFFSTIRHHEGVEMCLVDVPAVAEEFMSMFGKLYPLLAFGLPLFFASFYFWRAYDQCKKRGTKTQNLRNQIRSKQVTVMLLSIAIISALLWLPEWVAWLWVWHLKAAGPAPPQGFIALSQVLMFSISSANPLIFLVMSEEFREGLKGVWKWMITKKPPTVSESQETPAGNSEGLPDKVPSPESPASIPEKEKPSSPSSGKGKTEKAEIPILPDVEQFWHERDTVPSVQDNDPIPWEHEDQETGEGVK
MITF primary – MITF inhibitors, primary screen, biochemical, AlphaScreen, human; Microphthalmia-associated transcription factor (Homo sapiens), O75030; AlphaScreen MITF homodimerization, bead proximity signal; inhibition, % at 2.6 µM; actives 0.91% (n = 650,000); in the data active = inhibition above about 50%;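 note: 0% = vehicle wells with protein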
FBW7 act – FBW7 E3 ligase activators, primary screen, biochemical, AlphaScreen, human; F-box/WD repeat-containing protein 7 (Homo sapiens), Q969H0; AlphaScreen FBW7–phospho-cyclin E peptide binding, activator screen; normalized activity (activation), % at 26.1 µM; actives 0.13% (n = 650,000); in the data active = normalized activity above about 1.9%;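 note: purified mutant Fbw7 with reduced substrate affinity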
Target sequence (Q969H0 whole entry, looked up): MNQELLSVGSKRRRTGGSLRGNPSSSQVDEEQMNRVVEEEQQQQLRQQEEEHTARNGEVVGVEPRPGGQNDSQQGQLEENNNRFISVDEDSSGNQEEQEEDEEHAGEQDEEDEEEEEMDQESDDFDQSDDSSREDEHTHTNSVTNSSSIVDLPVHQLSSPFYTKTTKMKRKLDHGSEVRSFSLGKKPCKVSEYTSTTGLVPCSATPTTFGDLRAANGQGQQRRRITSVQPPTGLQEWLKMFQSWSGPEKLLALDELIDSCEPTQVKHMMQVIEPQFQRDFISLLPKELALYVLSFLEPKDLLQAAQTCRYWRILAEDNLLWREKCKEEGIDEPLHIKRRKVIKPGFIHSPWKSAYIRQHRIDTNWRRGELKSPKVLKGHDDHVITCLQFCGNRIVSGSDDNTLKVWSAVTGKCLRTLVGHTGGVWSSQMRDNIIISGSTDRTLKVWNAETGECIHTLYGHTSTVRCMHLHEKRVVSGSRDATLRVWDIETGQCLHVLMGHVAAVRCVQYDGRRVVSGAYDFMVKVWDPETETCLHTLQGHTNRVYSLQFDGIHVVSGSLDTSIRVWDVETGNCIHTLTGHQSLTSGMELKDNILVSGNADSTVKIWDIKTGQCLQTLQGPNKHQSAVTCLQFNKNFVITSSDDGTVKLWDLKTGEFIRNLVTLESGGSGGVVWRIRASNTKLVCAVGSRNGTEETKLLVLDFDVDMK
Starred values were filed as active, the others as inactive.

Sequence of screens: TEAD-YAP inh, GPR151 activ, MITF primary, FBW7 act
CCOC(=O)C1=C(C)OC(N)=C(C#N)C1c1ccc(OCc2ccccc2)cc1 (stereo unspecified)
 : -22, -1.7, -6, -0.5
NC(=O)CSc1nnc(-c2cc(-c3ccc(Cl)cc3)nc3ccccc23)o1
 : -6, -0.3, 5, 0.2
Cc1ccc(C(=O)NCCCCCNC(=O)c2ccc(C)nc2)cn1
 : 0, -0.3, 10, 0.0
COc1cc(-c2nnc3s/c(=C\c4ccco4)c(=O)n23)cc(OC)c1OC
 : 2, -0.7, 50, 0.1
CC(C)CCNC(=O)C(=O)NC(C)c1ccccc1 (stereo unspecified)
 : -22, 1.3, 2, -0.2
O=C(NCc1ccc2c(c1)OCO2)c1ncoc1-c1ccc2ccccc2c1
 : -2, 1.0, 1, -0.1
Cc1cc(C(=O)NNC(=S)NC2CCCC2)c2cccc(C)c2n1
 : 5, -0.3, 15, 0.2
CCCNC(=S)Nc1ccc(C(=O)OCC)cc1
 : -3, -1.5, 8, 0.1
CCOC(=O)c1c(NC(=O)c2cc3cc(Br)ccc3oc2=O)sc2c1CCCCCCCCCC2
 : -4, -0.9, 3, -0.1
O=C(Nc1ccnn1C1CCN(Cc2cc(Cl)ccc2O)CC1)C1CC1
 : 4, 0.2, 6, 0.3
COc1ccc(CN2CCN(C3CCSCC3)CC2CCO)c(C)c1C (stereo unspecified)
 : 2, 0.6, -5, -0.1
CC(C)[C@@H](Cn1nnc2ccccc21)NC(=O)c1cccnc1
 : -4, -0.7, 3, -0.1
Cc1cc(C(F)(F)F)c2c(N)c(C(=O)c3ccc([N+](=O)[O-])cc3)sc2n1
 : 15, -0.3, 13, 0.3
CCOC(=O)c1c(-c2ccc(OC)cc2)oc2ccc(OCC(=O)c3ccc(Cl)cc3)cc12
 : -1, 0.3, -3, -0.1
COc1ccccc1N=Cc1cccc([N+](=O)[O-])c1O
 : 1, 0.8, -12, 0.1
O=C(CCC(=O)N(CC(=O)NC1CCCCC1)c1cccc(F)c1)Nc1nccs1
 : 12, -0.1, -8, 0.1
CSc1nnc(C)c(=O)n1COC(=O)c1cccc(Cl)c1
 : 2, -0.2, -5, -0.3
COc1ccc2[nH]c(=O)c(C(c3nnnn3C(C)(C)C)N3CCC(C)CC3)cc2c1 (stereo unspecified)
 : -6, -0.1, 9, -0.1
CCc1ccccc1NC(=O)CSc1nnc2nc(C)cc(C)n12
 : -1, 0.4, -5, 0.0
Cc1ccc(C2=NS(=O)(=O)N(C)C(C(=O)NC(C)c3ccccc3)=C2)cc1 (stereo unspecified)
 : 7, 1.2, -3, -0.1
C=CCn1c(SCC(=O)Nc2sccc2C#N)nc2sc3c(c2c1=O)CCC3
 : 6, -0.4, -12, 0.7
CCCN1C(=O)S/C(=C\c2cc(Br)c(O)c(OC)c2)C1=O
 : 1, -0.8, 17, -0.1
CC(=O)O/N=C(/C)CC1(OC(C)=O)C(=O)N(C)c2ccccc21 (stereo unspecified)
 : 0, -0.6, -2, 0.3
CCOCCCNC(=O)CS(=O)(=O)Cc1nc(-c2cccc(OC)c2)oc1C
 : 6, 1.2, 12, 0.0
Cc1onc(-c2ccccc2Cl)c1C(=O)Nc1sc(C)c(C)c1C(N)=O
 : 27, -1.3, 7, -0.1
O=C1c2cccc3c([N+](=O)[O-])ccc(c23)C(=O)N1c1cccc(-c2nc3ccccc3c(=O)o2)c1
 : 0, 0.3, -2, 0.0
CCCCc1ccc(-c2ccc(C)cc2O)nc1
 : -3, 0.0, 1, 0.1
COc1ccccc1CNS(=O)(=O)c1ccc2c(c1)OCCN2C
 : 6, 0.1, 16, -0.1
O=C(Nc1cc(Cl)ccc1Cl)C(O)(c1ccccc1)c1ccccc1
 : -1, 1.6, 10, 0.1
COc1ccc(N/C=C(\Cl)P(=O)(OC(C)C)OC(C)C)cc1
 : 9, -1.2, 14, 0.4
Cc1cc(N2CCCCC2)nc(NCc2ccccc2)n1
 : 48*, 2.3, -11, -0.3
O=C(NCc1ccccn1)c1ccc(Cn2c(=S)[nH]c3cc4c(cc3c2=O)OCO4)cc1
 : -6, 1.5, 15, 0.1
CCOC(=O)C1CCCN(S(=O)(=O)c2cccc3nonc23)C1 (stereo unspecified)
 : -13, -1.1, 4, 0.1
Cc1cc(OCC(=O)Nc2cc(F)ccc2F)nc(C(C)C)n1
 : 2, -0.2, 13, 0.1
Cn1c(=O)c2c(nc3n(CCO)c(C45CC6CC(CC(C6)C4)C5)cn23)n(C)c1=O
 : 3, -0.5, 9, 0.0
COc1cccc(CNC(=O)Nc2ccc(-c3cn[nH]c3)cc2OCCCO)c1
 : -16, 1.1, 6, 0.1
CC1(C)Cc2c(sc3nc(SCC(=O)c4ccc(Cl)cc4)n(-c4ccc(Br)cc4)c(=O)c23)CO1
 : -6, 0.9, 6, -0.1
Cc1ccc(NC(=O)N2CCC(C(N)=O)CC2)cc1
 : -17, 1.7, 1, 0.0
CCn1nc(C)cc1C(=O)Nc1c2c(nn1C)CCC2
 : 2, -0.1, 5, 0.1
O=C(N/N=C/c1cccnc1)NC12CC3CC(CC(C3)C1)C2
 : 5, -0.7, 14, 0.1
O=C(COC(=O)c1ccc(N2C(=O)c3ccc(Br)cc3C2=O)cc1)c1ccccc1
 : -13, 0.7, 11, 0.1
CC(C)COc1ccc2c3c(c(=O)oc2c1)CCCC3
 : -24, -0.1, -1, 0.1
Cc1noc(C)c1S(=O)(=O)NCc1cccnc1
 : 5, 0.0, 4, -0.3
COCCNC(=S)Nc1cccc(C(F)(F)F)c1
 : 2, -0.8, -2, 0.3
CC1CCN(C2CCN(Cc3ccccc3F)CC2)CC1
 : 7, 0.6, 64*, 0.0
Cc1ccc2nc(-c3ccccc3)cc(C(=O)OCC(=O)c3ccc([N+](=O)[O-])cc3)c2c1
 : -3, -0.8, 2, 0.2
COc1ccc(C2C(C(=O)NCCN(C)C)c3ccccc3C(=O)N2C)cc1 (stereo unspecified)
 : -1, -0.3, -4, -0.2
NC(=O)c1ccc2nc(N3CCc4ccccc4C3)sc2c1
 : -19, -1.5, 4, 0.7
CC1Cc2nc(SCC(=O)N3CCOCC3)n(CCc3ccccc3)c(=O)c2S1 (stereo unspecified)
 : 12, 0.0, -17, 0.1
COc1ccc(N2CCN(C(=O)COc3ccccc3C)CC2)cc1
 : -8, -1.2, -10, 0.0
COC(=O)C1=CN(c2ccc(C(=O)OC)cc2)C=C(C(=O)OC)C1c1ccccc1OC
 : -3, -1.7, -6, -0.2
CN1CCN(C(=O)CCc2ccc3c(c2)CCO3)CC1
 : 3, 0.4, 3, -0.1
COC(=O)c1sc2cc(NC(=S)N3CCN(S(C)(=O)=O)CC3)ccc2c1Cl
 : 3, 1.6, 8, 0.6
O=C(NCc1ccccc1Cl)C1(c2ccccc2)CCOCC1
 : 1, 0.5, -3, 0.2
CCOC(=O)C1=C(C)NC(=O)C(C(N)=O)C1c1ccccc1 (stereo unspecified)
 : 17, 0.5, 12, 0.0
Cc1nc(N)sc1C(=O)N/N=C/c1ccc(C(=O)O)cc1
 : 1, -3.8, 2, -0.1
C=CCc1cc(C)ccc1OCCCN1CC(C)OC(C)C1 (stereo unspecified)
 : -15, -0.7, 53*, 0.3
O=C(N/N=C/c1cccc2cccnc12)c1ccncc1
 : 1, -0.4, 96*, 0.0
CC(=O)Nc1cccc(NC(=O)c2sc3ncn(CC(=O)N4CCCCC4C)c(=O)c3c2C)c1 (stereo unspecified)
 : 1, -0.1, -5, 0.1
O=C(COC(=O)c1ccc([N+](=O)[O-])o1)Nc1ccc(I)cc1
 : 23, 0.2, 12, 0.5

Seven entries already listed, ordered by number of heavy atoms, smallest number first.
Sequence of screens: TEAD-YAP inh, GPR151 activ, MITF primary, FBW7 act
COCCNC(=S)Nc1cccc(C(F)(F)F)c1
 : 2, -0.8, -2, 0.3
CC1CCN(C2CCN(Cc3ccccc3F)CC2)CC1
 : 7, 0.6, 64*, 0.0
O=C(COC(=O)c1ccc([N+](=O)[O-])o1)Nc1ccc(I)cc1
 : 23, 0.2, 12, 0.5
O=C(NCc1ccccc1Cl)C1(c2ccccc2)CCOCC1
 : 1, 0.5, -3, 0.2
COc1ccc(C2C(C(=O)NCCN(C)C)c3ccccc3C(=O)N2C)cc1 (stereo unspecified)
 : -1, -0.3, -4, -0.2
Cn1c(=O)c2c(nc3n(CCO)c(C45CC6CC(CC(C6)C4)C5)cn23)n(C)c1=O
 : 3, -0.5, 9, 0.0
COC(=O)C1=CN(c2ccc(C(=O)OC)cc2)C=C(C(=O)OC)C1c1ccccc1OC
 : -3, -1.7, -6, -0.2

(further entries)
Sequence of screens: TEAD-YAP inh, GPR151 activ, MITF primary, FBW7 act
CCc1ccc(NC(=O)c2ccc(F)c(S(=O)(=O)NCc3cccs3)c2)cc1
 : 18, 0.4, 5, 0.2
C/C=C/c1ccc(OCCCCN2CC(C)OC(C)C2)c(OC)c1 (stereo unspecified)
 : -10, 0.6, 32, -0.2
O=C(Nn1c(-c2ccc(Br)cc2)nc2ccccc2c1=O)c1ccccc1[N+](=O)[O-]
 : 6, -0.6, 1, 0.1
CN1\C(=C/C=C/C=C/C=[N+](C)C)C(C)(C)c2ccccc21
 : 17, -0.7, 27, -0.3
CC(C)(C)c1ccc(C(=O)Nn2c(-c3ccc(Cl)cc3)nc3ccccc3c2=O)cc1
 : 0, -0.4, 0, -0.3
O=C(OCC(=O)c1c[nH]c2ccccc12)c1cccc(S(=O)(=O)NCc2ccccc2)c1
 : 9, 2.6, -7, 0.0
O=C(O)c1ccc2nc(-c3ccc(Cl)cc3)c(-c3ccc(Cl)cc3)nc2c1
 : 8, 1.6, 6, -0.2
CCCn1c(=O)n(C)c(=O)c2c3oc(=O)c(NC(=O)c4cccs4)cc3[nH]c21
 : -7, 0.8, 15, 0.1
CCCC(c1nnnn1Cc1cccs1)N1CCN(c2ccccc2OC)CC1 (stereo unspecified)
 : -5, 1.3, -8, 0.0
Cc1ccc2[nH]c3nc(SCC(N)=O)nnc3c2c1
 : -5, 0.7, 16, 0.0
COc1ccc(OC)c(NC(=O)CCN2CCCCCC2)c1
 : 4, -0.4, -6, -0.4
Cc1c(C(=O)Nc2ccc(N3CCN(C)CC3)cc2)cccc1[N+](=O)[O-]
 : -1, 0.4, 4, -0.1
CC1CCN(C(=O)CSc2nc3cccnc3n2C)CC1
 : 2, -0.3, -5, 0.5
Cc1ccc(-c2nc3ncccn3c2NC2CCCCC2)o1
 : 2, 4.8, 7, -0.1
COc1ccc(-n2ncc3c(Nc4cccc(OC)c4)ncnc32)cc1
 : 46*, 0.9, 4, -0.1
CCOC(=O)CC(c1ccc(C)cc1)N1C(=O)c2ccccc2C1=O (stereo unspecified)
 : -3, 2.0, -2, -0.2
NC(=O)c1csc(N2CCc3ccccc3C2)n1
 : -9, -2.5, 14, 0.2
O=C(Nc1cc(Oc2cccc(C(F)(F)F)c2)cc([N+](=O)[O-])c1)C12CC3CC(C1)CC(n1cnc(Cl)n1)(C3)C2
 : 4, 0.8, -4, -0.1
COc1ccc(C(C)(C)C)cc1NC(=O)c1csc(C)c1
 : 8, -0.7, 3, 0.3
N#C/C(=C\c1c[nH]c2ccccc12)C(=O)Nc1ccc([N+](=O)[O-])cc1Cl
 : 0, 1.1, 10, -0.2
O=C(OCCN1CCOCC1)c1ccc(Cl)cc1
 : -2, -0.9, -2, 0.1
CC1=C(c2ccc(C)cc2)S(=O)(=O)NC1=NC(C)c1ccccc1 (stereo unspecified)
 : -14, 4.9, 0, -0.1
O=C(NCCc1ccc(Cl)cc1)c1cnn2c(C(F)(F)F)cc(-c3ccccc3)nc12
 : -3, -1.4, 6, 0.2
CC1(c2ccc3c(c2)OCCO3)NC(=O)N(Cc2cc(=O)oc3cc4c(cc23)CCC4)C1=O (stereo unspecified)
 : 0, 6.7*, 4, -0.1
C=CCc1ccccc1OCCNCCCOC
 : -4, -0.2, 15, -0.2
COc1ccccc1N1CCN(Cn2c(NCCO)nc3ccccc32)CC1
 : 2, -2.1, 11, 0.1
O=C(N/N=C\c1ccccc1F)c1n[nH]c2c1CCCC2
 : -19, -1.2, -2, 0.8
NC(=O)NC(Cc1ccccc1)C(=O)NC1CCCC1 (stereo unspecified)
 : -1, 1.0, 4, 0.0
O=C(Nc1nc(-c2ccccc2)c(C(=O)c2ccccc2)s1)c1cccc(F)c1
 : 0, -0.2, 10, 0.6
COc1cccc(CNC(=O)CSCc2ccc(F)cc2)c1
 : 9, 1.6, -12, 0.1
COCCN1CCCc2ccc(NC(=O)c3cccc(OC)c3)cc21
 : -39, -1.7, 18, 0.5
Cc1nn2c3ccccc3n(CCN3CCCCC3)c2nc1=O
 : -5, -1.5, -11, -0.1
O=C1CCC([N+](=O)[O-])C(c2ccccc2OCc2ccccc2)N1 (stereo unspecified)
 : 3, 0.9, 0, 0.0
CCOC(=O)c1ccccc1NC(=O)c1cc2ccccc2oc1=O
 : -19, -0.2, 18, 0.0
N#Cc1nc(COc2ccccc2)oc1NCCN1CCOCC1
 : -8, 0.5, -4, -0.2
CCOC(=O)C1CCCN(c2ncnc3c2cnn3-c2ccc(OC)cc2)C1 (stereo unspecified)
 : -42, -3.8, 7, 0.3
COc1cc(OC)c(OC)cc1/C=C/c1nc2cc3ccccc3cc2c(=O)n1-c1cccc(C)c1
 : 3, -0.1, 6, 0.0
O=C(CCCn1c(SCC(=O)Nc2ccccc2C(F)(F)F)nc2ccccc2c1=O)NCCCN1CCOCC1
 : 0, 0.7, -9, -0.1
O=C1OCCN/C1=C/C(=O)c1ccccc1
 : -3, 1.3, 18, 0.0
N#Cc1c(NC(=O)CCCN2C(=O)c3cccc4cccc(c34)C2=O)sc2c1CCCC2
 : -2, -0.5, 3, 0.1
